Screening results: PubChem BioAssay, several laboratories
eIF4E 4G PPI: eIF4E/eIF4G interaction inhibition in translation initiation; P63073+Q04637; inhibition, % at 21.7 µM; 220,000 tested, 0.37% active; TR-FRET eIF4E-eIF4GI(517-606) binding, 2 h; AID 782;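 active means inhibition above about 30%, limit read from the data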;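 further: 0% = full FRET control wells and 100% = background wells lacking eIF4GI fragment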
Target sequence (P63073 whole entry, looked up, the tested form may be a part): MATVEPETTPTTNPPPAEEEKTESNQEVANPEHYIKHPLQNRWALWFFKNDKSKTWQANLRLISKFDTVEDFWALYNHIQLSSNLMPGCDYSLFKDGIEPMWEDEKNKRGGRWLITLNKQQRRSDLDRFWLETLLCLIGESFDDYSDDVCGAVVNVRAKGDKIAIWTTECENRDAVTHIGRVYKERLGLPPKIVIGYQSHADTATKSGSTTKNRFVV
Target sequence (Q04637 whole entry, looked up, the tested form may be a part): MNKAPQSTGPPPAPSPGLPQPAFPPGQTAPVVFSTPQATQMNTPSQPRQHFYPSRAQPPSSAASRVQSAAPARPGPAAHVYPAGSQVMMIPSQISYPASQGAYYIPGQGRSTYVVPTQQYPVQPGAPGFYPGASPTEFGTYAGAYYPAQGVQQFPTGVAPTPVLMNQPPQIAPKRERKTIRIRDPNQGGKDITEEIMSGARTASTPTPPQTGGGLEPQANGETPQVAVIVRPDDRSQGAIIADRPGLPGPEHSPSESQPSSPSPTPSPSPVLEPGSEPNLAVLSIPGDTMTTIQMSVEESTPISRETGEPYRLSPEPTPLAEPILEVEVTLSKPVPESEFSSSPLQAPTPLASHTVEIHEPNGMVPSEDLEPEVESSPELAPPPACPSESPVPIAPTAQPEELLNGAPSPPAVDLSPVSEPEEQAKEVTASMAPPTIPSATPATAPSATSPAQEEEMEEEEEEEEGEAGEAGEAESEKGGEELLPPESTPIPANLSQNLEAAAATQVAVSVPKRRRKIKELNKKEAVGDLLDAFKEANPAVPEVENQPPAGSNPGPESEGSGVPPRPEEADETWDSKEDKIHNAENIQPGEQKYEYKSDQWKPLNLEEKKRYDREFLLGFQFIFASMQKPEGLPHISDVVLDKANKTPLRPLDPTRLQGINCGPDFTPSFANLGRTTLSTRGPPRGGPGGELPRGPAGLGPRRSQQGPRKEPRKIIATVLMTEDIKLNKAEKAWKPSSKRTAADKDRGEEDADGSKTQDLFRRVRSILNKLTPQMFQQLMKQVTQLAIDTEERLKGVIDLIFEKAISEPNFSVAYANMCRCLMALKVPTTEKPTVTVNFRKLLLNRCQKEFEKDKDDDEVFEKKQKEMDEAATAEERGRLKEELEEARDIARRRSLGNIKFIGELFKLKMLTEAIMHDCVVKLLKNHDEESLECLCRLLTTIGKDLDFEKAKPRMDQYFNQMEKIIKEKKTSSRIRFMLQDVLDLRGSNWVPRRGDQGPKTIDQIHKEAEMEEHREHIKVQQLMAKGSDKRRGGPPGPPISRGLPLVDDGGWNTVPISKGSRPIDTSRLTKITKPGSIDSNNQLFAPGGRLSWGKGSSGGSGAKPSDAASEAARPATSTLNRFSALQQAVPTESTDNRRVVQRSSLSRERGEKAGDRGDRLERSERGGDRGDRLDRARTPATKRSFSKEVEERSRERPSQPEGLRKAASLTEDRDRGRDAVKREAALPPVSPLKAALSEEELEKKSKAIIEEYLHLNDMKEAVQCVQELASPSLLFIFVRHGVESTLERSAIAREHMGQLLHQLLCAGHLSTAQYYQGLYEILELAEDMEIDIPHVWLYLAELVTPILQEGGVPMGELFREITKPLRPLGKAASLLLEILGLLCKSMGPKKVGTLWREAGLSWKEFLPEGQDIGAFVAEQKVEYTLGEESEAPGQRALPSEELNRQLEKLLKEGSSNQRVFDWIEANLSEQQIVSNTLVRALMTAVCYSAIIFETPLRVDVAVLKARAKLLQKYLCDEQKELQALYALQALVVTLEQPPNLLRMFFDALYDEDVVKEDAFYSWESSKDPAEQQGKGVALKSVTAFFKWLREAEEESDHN
S1P4 antag: antagonists of human S1P4 receptor | inhibition, % at 4.98 µM | 220,000 tested, 0.26% active | S1P4-expressing cells, antagonist mode, reporter read-out; in the data active means inhibition above about 29%;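 further: 0% = wells stimulated with agonist and 100% = vehicle wells without agonist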
MDM2 E3 inh: blocks human Mdm2 ubiquitin ligase activity. Q00987. cell-based MDM2 ubiquitination luciferase reporter, 2 h; 0 = plate control, 100 = twice control, blank-subtracted. signal enhancement, % at 5 µM. 210,000 tested, 0.11% active;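 active means signal enhancement of 30% or more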;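 further: luminescence tracks abundance of the self-degrading MDM2-luciferase fusion protein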
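Material: stable MDM2–luciferase fusion reporter cells / Quantity: 2000 cells/well / Dosing: single 5 µM compound dose, 0.2% final DMSO / Buffer or medium: DMEM / Schedule: 4 h cell settling then 2 h compound exposure, 37 °C / Detection: luminescence with SteadyLite reagent, 15 min at room temperature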
PERK inhibitor: human PERK inhibition, primary cell-based screen. Q9NZJ5. CHO PERK-DD fusion, SEAP luminescence translation reporter. inhibition, % at 5.6 µM. 220,000 tested, 0.17% active;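 active means inhibition above the mean inhibition of all tested compounds plus 3 SD, set separately per screening campaign, cut at about 2.9% in these data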;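 further: PERK kinase domain activated by AP20187 dimerizer at 100 nM; 0% = DMSO with dimerizer and 100% = rapamycin at 8.4 µM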
NPY-Y2 PAM-ag: potentiators or agonists of human neuropeptide Y receptor Y2. P49146. cells expressing NPY-Y2, potentiator/agonist read-out. activation, % at 3.6 µM. 220,000 tested, 0.45% active. AID 1359; in the data active means activation above about 27%;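 further: cells stimulated with NPY near EC25 plus isoproterenol at EC100; 0% = vehicle plus submaximal agonist and 100% = vehicle plus saturating agonist; some results beyond the cut were filed as inactive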
Ba/F3 V617F tox: loss of viability in JAK2V617F-driven Ba/F3 cells; 220,000 tested, 1.1% active; inhibition, % at 5.6 µM; Ba/F3 EpoR-JAK2V617F viability, ATP luminescence;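 active means inhibition above the campaign mean plus 3 SD over all tested compounds, cut at about 24% in these data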;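 further: cytokine-independent growth of Ba/F3 cells driven by EpoR plus mutant JAK2; 0% = DMSO-treated cells and 100% = JAK inhibitor I control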
BaF3 tox: reduces parental Ba/F3 cell viability, JAK2V617F counter-screen; 220,000 tested, 1.1% active; CellTiter-Glo ATP luminescence; inhibition, % at 5.6 µM;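 active means inhibition above a per-campaign cutoff, the mean inhibition of all tested compounds plus 3 SD, cut at about 27% in these data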;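 further: 0% = DMSO wells and 100% = JAK Inhibitor I control wells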
S1P4 ag: agonists of human S1P4 receptor | O95977 | S1P4-expressing cell line, agonist reporter assay | activation, % at 4.98 µM | 220,000 tested, 0.35% active | AID 1509; in the data active means activation above about 11%;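 further: 0% = DMSO vehicle and 100% = reference agonist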
Wee1 degr inh: human Wee1 degradation inhibition, primary screen; HeLa Luc-Wee1K328M stability, luciferase luminescence; 100% = proteasome inhibitor MG132 effect; reporter increase, % at 5 µM; 220,000 tested, 1.2% active;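 active means activation above the mean of all tested compounds plus 3 SD, set per screening run, cut at about 8.8% in these data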;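 further: cells exposed to compound for 20 h before luminescence read; 0% = DMSO alone and 100% = MG132 at 30 µM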
Numbers without * were called inactive; / = not tested or not shown; [ ] = another dose, or the depositor's remark.

SMILES	eIF4E 4G PPI	S1P4 antag	MDM2 E3 inh	PERK inhibitor	NPY-Y2 PAM-ag	Ba/F3 V617F tox	BaF3 tox	S1P4 ag	Wee1 degr inh
Cc1nc(N2CCCCC2)c(C#N)c(C)c1[N+](=O)[O-]	2.6	-11.3	-6.2	1.1	9.9	0.4	5.5	-0.5	3.3
CC1(C)CC(=O)C(C(=O)/C=C/NCCc2ccccc2)C(=O)C1	-5.6	-1.7	-15.9	1.0	-11.2	0.8	4.8	2.1	-2.6
CCN1C(=O)C(CC(=O)Nc2ccc(OC)cc2)N(CCN2CCOCC2)C1=S (centres undefined)	-1.2	-6.2	-6.1	0.6	11.8	-4.5	-1.1	-1.0	0.0
Cc1nnsc1NC(=O)OCc1ccc(C(F)(F)F)cc1	3.2	1.1	-10.6	0.0	12.2	3.7	7.1	-0.6	-1.1
COc1cccc(NC(=O)n2nc(N)cc2-c2ccc(Cl)cc2)c1	-3.7	-8.2	-9.1	0.8	19.0	-3.3	1.4	0.2	-1.8
CNC(=S)N1CCc2cc(OC)c(OC)cc2C1	-3.8	1.2	-1.4	0.0	11.5	-3.3	-5.3	-0.4	0.8
CCCCCCNC(=O)CCCCCNS(=O)(=O)c1ccc(Br)cc1	-1.7	4.0	-5.8	0.0	7.3	2.0	1.3	0.4	5.1
COc1ccc(S(=O)(=O)n2ccc(-c3ccc(OCCN(C)c4ccccn4)cc3)n2)cc1	-4.2	-17.5	-7.6	-1.1	-6.1	-3.3	3.9	0.7	-0.8
COc1ccccc1-n1cc(CN2CCN(C3CCCCC3)C(CCO)C2)cn1 (centres undefined)	4.6	-20.8	-4.8	0.2	-11.8	-0.8	1.5	1.5	-0.4
CC1CCC/C(=C\Nc2ccccc2C(=O)O)C1=O (centres undefined)	6.5	-0.7	-1.2	-0.4	0.3	2.5	-0.1	-0.1	-0.2
CCOC(=O)Cc1csc(N/C(=N/S(=O)(=O)c2ccc(Cl)cc2)c2ccccc2)n1	5.6	-16.8	12.8	0.0	-8.0	-0.5	7.1	0.3	2.5
Cc1cccc(N(CC(=O)N/N=C/c2ccc(OCC(=O)NCc3ccco3)cc2)S(C)(=O)=O)c1C	-4.8	5.5	-6.6	-1.0	-13.8	0.2	7.6	-0.3	1.5
Cc1[nH]c(=O)[nH]c(=O)c1/C=N\NC(=O)CCc1ccc(OC(C)C)cc1	1.4	-20.3	1.0	0.3	-9.4	5.3	1.3	-0.1	5.6
CCC(C)C(=O)Nc1nnc(SCC(=O)NC(C)(C)C)s1 (centres undefined)	0.3	-21.9	-14.8	0.2	0.7	0.5	0.9	-1.1	1.0
O=C(NCCCN1CCOCC1)C(=O)N/N=C/c1ccc(F)cc1	-6.2	-18.8	-1.6	1.1	7.3	-4.4	4.6	1.8	-4.0
CCN(CC)CC(O)CN1C(=O)NC(C)(C)C1=O (centres undefined)	2.1	-14.8	7.5	-0.1	13.0	-1.4	6.6	2.4	-1.2
CCOC(=O)CCCNc1ccc([N+](=O)[O-])cc1[N+](=O)[O-]	-0.2[fluorescence artefact?]	-3.0	-6.5	1.0	-4.8	-0.8	-0.8	0.9	-0.5
CCCCC(=O)Nc1ccc(C(=O)NNC(=O)c2cccs2)cc1	1.4	-2.5	-11.4	0.8	7.6	1.5	2.8	0.2	-1.9
N/C(=N\OC(=O)Nc1ccccc1)c1ncc(C(F)(F)F)cc1Cl	3.9	-14.1	3.4	0.4	-10.5	1.3	5.8	-2.9	0.5
CCOc1ccc(C(=O)N2CCN(c3ccccc3)CC2)cc1	-4.0	-23.1	-9.1	-0.4	-8.4	3.6	3.8	2.8	0.2

Retrieved one by one from the list above:
SMILES	eIF4E 4G PPI	S1P4 antag	MDM2 E3 inh	PERK inhibitor	NPY-Y2 PAM-ag	Ba/F3 V617F tox	BaF3 tox	S1P4 ag	Wee1 degr inh
N/C(=N\OC(=O)Nc1ccccc1)c1ncc(C(F)(F)F)cc1Cl	3.9	-14.1	3.4	0.4	-10.5	1.3	5.8	-2.9	0.5
CC1CCC/C(=C\Nc2ccccc2C(=O)O)C1=O (centres undefined)	6.5	-0.7	-1.2	-0.4	0.3	2.5	-0.1	-0.1	-0.2

Going on with the list:
SMILES	eIF4E 4G PPI	S1P4 antag	MDM2 E3 inh	PERK inhibitor	NPY-Y2 PAM-ag	Ba/F3 V617F tox	BaF3 tox	S1P4 ag	Wee1 degr inh
Cc1ccc(OCCn2cc(/C=C3\C(=O)NN(c4ccccc4)C3=O)c3ccccc32)cc1	-0.1	4.7	-4.4	-0.1	12.0	-2.4	0.1	14.1*	0.3
COc1ccc(NC(=O)N2CCCCCC2)c(OC)c1	-0.8	12.9	-2.7	0.8	5.9	-0.6	2.4	-0.9	0.8
CCOC(=O)c1sc(NC(=S)NC(=O)c2ccccc2)c(C(=O)OCC)c1C	7.9	-8.7	-8.5	0.1	10.9	-4.2	0.1	0.9	2.0
CCOCCCNC(=O)c1c(N)n(-c2ccc3c(c2)OCO3)c2nc3ccccc3nc12	-4.9	7.3	-12.9	0.4	9.3	35.7*	59.9*	-0.5	9.4*
N#Cc1c(NC(=O)CSc2nc3ccccc3s2)sc2c1CCCC2	-2.9[fluorescence artefact?]	-7.2	-8.9	0.5	4.1	-0.2	3.6	-0.9	0.4
CC1=NN(c2ccccc2)C(=O)C1N=Nc1ccc(S(N)(=O)=O)cc1 (centres undefined)	-1.4	3.4	-13.5	-0.1	21.6	-5.8	2.9	-0.6	6.0
CCOc1ccc(-c2nc(CSc3nnc(N)s3)cs2)cc1OC	-3.0	15.6	-6.9	-1.6	-10.9	-0.3	6.6	-2.2	1.1
Cc1ccc(CNC(=O)CSc2c3c(nc4ccc(Cl)cc24)CCCC3)o1	7.0[fluorescence artefact?]	35.0*	-10.2	-2.0	-3.7	5.8	0.3	-1.3	3.6
COC(=O)C(C)NC(=O)C12CC3CC(CC(C3)C1)C2 (centres undefined)	0.4	0.1	-15.8	0.4	12.2	1.3	1.1	1.7	0.6
CCO[C@H]1OC(C(=O)Nc2ccccc2)=C[C@@H](c2coc3ccccc3c2=O)[C@@H]1CCCO	-1.4	-1.4	/	0.8	4.5	-4.0	0.6	-1.4	0.7
O=C(NCc1ccc2c3c(cccc13)C(=O)N2)c1cccs1	2.0	10.9	-11.7	-1.4	-45.4	5.0	-2.1	-1.1	-2.0
O=C(CN1CCN(c2ccc([N+](=O)[O-])cc2)CC1)Nc1ccccn1	-1.7	-3.7	-12.1	1.1	9.6	-0.3	4.8	-0.6	0.4
CNC(=O)c1sc(N2N=C3/C(=C/c4ccccc4)CCCC3C2c2ccccc2)nc1C (centres undefined)	0.7	2.8	-5.6	-0.7	-2.8	3.8	8.9	-0.1	4.0
COc1ccc(NC(=O)CSc2n[nH]c(C(C)C)n2)c([N+](=O)[O-])c1	2.0	7.2	-8.7	0.5	14.5	-2.5	-1.0	-2.7	-0.8
CCC(=O)N(C)C(c1ccccc1Cl)c1nnnn1-c1c(C)cccc1C (centres undefined)	-4.8	-2.2	-15.5	-1.1	0.2	2.0	2.3	1.5	3.5
O=C(CN1C(=O)C2(OCCCO2)c2ccccc21)NCCc1ccccc1	1.6	-12.7	-7.8	-0.1	2.6	-2.1	2.9	1.2	-0.4
C=CCn1c(CCNC(=O)c2cccs2)n[nH]c1=S	-0.5[fluorescence artefact?]	-4.7	-10.3	2.0	9.8	1.1	4.4	-0.3	0.6
Cn1nnnc1SCC(=O)Nc1ccccc1C(=O)NC1CC1	0.8[fluorescence artefact?]	-11.5	-5.5	-0.5	3.8	-1.4	2.4	1.8	-1.6
COc1cccc(C(=O)NCCSc2c(C)[nH]c3ccccc23)c1OC	0.2	8.1	-9.9	-0.5	0.7	-3.0	-0.5	2.6	-0.4
O=[N+]([O-])c1cc2c(c(CSc3nnc(Nc4ccccc4)s3)c1)OCOC2	-0.3	-5.2	-13.3	0.6	2.0	1.0	4.5	-1.1	5.0
CSc1nc2sc(-c3ccccc3)cc2c(=O)n1N	-19.1	-6.8	8.9	1.3	2.2	9.4	13.1	-4.0	0.3
CCn1c(SCC(=O)Nc2nccs2)nnc1-c1ccc(C)cc1	1.8	-18.1	/	-0.7	3.0	4.2	2.5	1.6	-2.6
O=C1c2ccccc2C(=O)N1CC(O)Cn1nnc2ccccc21 (centres undefined)	-1.9[fluorescence artefact?]	-1.8	-15.7	1.2	16.1	0.4	4.3	-0.9	0.6
COc1ccc(CCNS(=O)(=O)c2cc(C(=O)O)c(Cl)cc2Cl)cc1	0.9	-12.1	0.2	0.9	1.2	-1.8	4.2	3.3	-1.6
CCn1ncc(CNC(=O)CCCSc2nc(-c3ccco3)cc(C(F)(F)F)n2)c1C	2.6	-1.8	14.4	-1.4	-9.4	-1.1	4.1	1.7	-2.3
CCCS(=O)(=O)c1c(S(=O)(=O)CCC)c2cc(-c3ccncc3)ccn2c1C(=O)OC	3.5	-22.0	7.4	-0.3	-2.9	-0.2	11.9	2.2	2.1
O=C1NCCN1Cc1ccc(Cl)cc1	-4.2	13.9	4.3	0.8	10.2	1.2	6.8	-0.9	-1.5
COc1ccc(NS(=O)(=O)c2ccc(OC)c(OC)c2)cc1OC	-2.2[fluorescence artefact?]	-18.1	4.0	-0.2	0.1	0.1	9.4	-1.0	-1.7
CCNC(=S)N1CCN(Cc2ccc3c(c2)OCO3)CC1	1.0	-4.7	6.4	1.5	-10.1	1.5	0.9	1.2	-1.9
COC(=O)c1cc(OC)c(OC)cc1NC(=O)Nc1ccc(OC)cc1OC	2.2	1.3	-2.2	0.2	1.6	-1.8	1.0	-1.4	-1.4
CC(=O)c1cccc(NC(=O)N2CCCC2C(=O)Nc2cccc(C)c2C)c1 (centres undefined)	-1.3[fluorescence artefact?]	-8.7	-15.6	-0.2	1.0	-2.2	0.1	0.5	-0.3
CCn1c(Cc2ccccc2)nnc1SCC(=O)Nc1ccc(N2CCOCC2)c(Cl)c1	4.2	8.0	-3.1	-0.9	-0.1	-6.7	0.3	-3.2	0.5
CCCOc1ccc(C2C(C(=O)c3ccc(C)o3)=C(O)C(=O)N2CCN2CCOCC2)cc1OC (centres undefined)	2.2	-18.1	-2.6	0.3	-2.4	-3.8	-1.1	0.3	1.4
Cc1cccc(N2CCN(C(=O)N3CCCCC3)CC2)c1C	-2.9	-16.1	-5.9	0.1	-3.1	2.4	5.3	0.6	3.1
COc1ccc(OC)c(NC(=O)CSc2nnc(Cn3c(=O)sc4ccccc43)n2C)c1	6.3	-6.6	-9.7	0.4	8.0	-0.4	6.0	1.2	0.9
COc1ccc2c(c1)nc(SCC(O)c1ccccc1)n2C (centres undefined)	-2.8	-12.8	-2.4	0.9	-5.0	-0.6	6.0	-0.1	-2.5
Cc1ccc([N+](=O)[O-])c(OCCN2C(=O)NC(C)(C)C2=O)c1	2.4	-9.4	-8.4	1.0	-7.9	-1.0	7.7	0.8	3.1
CC(C)CC(NC(=O)c1ccccc1NC(=O)c1ccccc1)C(=O)O (centres undefined)	1.1	-10.0	-12.5	-0.1	4.9	-1.5	6.3	1.8	0.5
O=C(N/N=C/c1c(O)ccc2ccccc12)c1ccc[n+](CCO)c1	-3.4	8.3	-10.4	-0.5	5.6	1.5	-2.1	0.2	-1.8
Cc1cccc(C(C)C)c1NC(=O)CN(C)Cc1cccc(F)c1	-1.2	3.9	-7.9	0.1	11.2	2.6	4.5	2.9	3.1
S=C(NCc1ccc(Cl)cc1)N1CCN(c2ccccn2)CC1	4.4	0.9	-11.0	0.5	-1.3	4.5	8.7	-0.6	4.1
Cc1ccc(S(=O)(=O)N[C@@H](Cc2ccccc2)C(=O)CCl)cc1	-1.0	-3.5	/	0.5	-2.5	-0.3	8.5	0.5	-2.3
